# Screens as filed in PubChem.
# RORa activator – activates the human nuclear receptor RORA; CHO-K1 Gal4-RORA LBD luciferase reporter, luminescence; percent increase over mock-subtracted basal signal; activation, % at 10 µM; hit rate 1.5% among 65,000; AID 560;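 active = activation above the mean of all tested compounds plus 3 SD, cut at about 49% in these data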;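 also: 0% = DMSO-treated RORA cells and 100% = added signal equal to DMSO minus mock-transfected cells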
# Target sequence (P35398 whole entry, looked up, the tested form may be a part): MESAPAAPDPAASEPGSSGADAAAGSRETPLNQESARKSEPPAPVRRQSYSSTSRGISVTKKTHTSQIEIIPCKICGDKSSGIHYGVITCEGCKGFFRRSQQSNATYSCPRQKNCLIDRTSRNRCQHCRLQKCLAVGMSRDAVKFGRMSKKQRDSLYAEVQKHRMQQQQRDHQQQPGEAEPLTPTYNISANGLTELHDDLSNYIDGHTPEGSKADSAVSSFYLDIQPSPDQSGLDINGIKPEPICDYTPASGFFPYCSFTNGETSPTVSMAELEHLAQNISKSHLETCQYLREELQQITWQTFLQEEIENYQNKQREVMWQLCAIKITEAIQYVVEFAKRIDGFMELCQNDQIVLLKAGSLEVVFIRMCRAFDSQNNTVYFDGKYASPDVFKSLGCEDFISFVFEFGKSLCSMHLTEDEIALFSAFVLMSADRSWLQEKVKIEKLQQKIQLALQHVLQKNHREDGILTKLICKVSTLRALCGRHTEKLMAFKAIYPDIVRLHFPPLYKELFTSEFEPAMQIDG
# Ec RNAP inh – Escherichia coli RNA polymerase inhibition | inhibition, %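 (tested at 10 µM)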 | E. coli RNA polymerase, fluorescence transcription assay | hit rate 0.2% among 62,000; in the data active = inhibition above about 20%;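 also: 0% = enzyme without compound and 100% = no enzyme blank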
# PKA kinase inh – PKA (human) kinase inhibition. P17612. PKA Kemptide phosphorylation, Kinase-Glo ATP luminescence. inhibition, % at 6 µM. hit rate 0.1% among 65,000;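 active = inhibition above the screen-wide mean inhibition plus 3 SD, cut at about 21% in these data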; also: many of its hits are not listed in these tables
# CatB block – human cathepsin B inhibition; hit rate 0.1% among 63,000; AID 453; purified cathepsin B, fluorogenic substrate, fluorescence; inhibition, %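 (tested at 10 µM)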; in the data active = inhibition above about 21%;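 also: 0% = enzyme with no compound and 100% = no enzyme blank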
# ROCK2 inh – inhibitors of human Rho kinase 2; O75116; purified ROCK2, Kinase-Glo ATP depletion luminescence; inhibition, % at 6 µM; hit rate 0.35% among 60,000; AID 604;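 active = inhibition above the screen-wide mean inhibition plus 3 SD, cut at about 18% in these data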;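 also: plate controls were DMSO wells for no effect and Y-27632 control wells after no-enzyme background subtraction for full effect; many of its hits are not listed in these tables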
# CatB mix inh – inhibitors of human cathepsin B in compound mixtures. P07858. Purified cathepsin B, AMC dipeptide fluorescence. hit rate 0.06% among 62,000. inhibition, %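 (ten-compound pools at 5 µM per compound and 50 µM total)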; in the data active = inhibition above about 22%, passing the limit was not always enough;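 also: 0% = enzyme without compound and 100% = no enzyme blank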
# JNK3 inh – JNK3 (human) kinase inhibition; P53779; purified JNK3 kinase activity, HTS; inhibition, % at 8 µM; hit rate 0.61% among 60,000; in the data active = inhibition above about 17%;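 also: 0% = DMSO and 100% = reference inhibitor; many of its hits are not listed in these tables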
# CatS block – human cathepsin S inhibition; P25774; hit rate 0.06% among 62,000; inhibition, %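 (tested at 5 µM per compound within 10-compound mixtures)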; recombinant cathepsin S, AMC dipeptide fluorescence, pooled mixtures; AID 501; in the data active = inhibition above about 32%, passing the limit was not always enough;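 also: 0% = enzyme without compound and 100% = blank without enzyme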
# Target sequence (P25774 115-331 limits assumed): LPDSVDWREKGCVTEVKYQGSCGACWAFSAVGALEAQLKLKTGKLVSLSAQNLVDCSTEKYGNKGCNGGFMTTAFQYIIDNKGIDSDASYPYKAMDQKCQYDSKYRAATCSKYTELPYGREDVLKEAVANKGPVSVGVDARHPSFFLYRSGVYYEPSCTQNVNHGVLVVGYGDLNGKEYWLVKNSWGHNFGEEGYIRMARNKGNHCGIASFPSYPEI
# AP ELISA ortho – alternative pathway complement inhibition, orthogonal assay | Human serum alternative complement pathway, LPS-coated ELISA, C3 deposition; tested in compound mixtures | inhibition, % at 5 µM | hit rate 0.08% among 62,000 | AID 1235;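 active = inhibition above 30% in each of the two pooled mixtures holding the compound, so the lower value exceeds 30%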;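 also: 0% = serum in Mg-EGTA without compound and 100% = EDTA serum blank; some compounds past the cut are filed as inactive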
#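 Test system – human serum alternative complement pathway, C3 deposition on LPS-coated wells · Buffer or medium – diluted human serum in Mg2+-EGTA GVB++ · Compound dosing – 5 µM each compound, pools of ten, 50 µM per pool · Schedule – 1 h serum-compound exposure at 37 °C · Measured by – Anti-C3 ELISA, OD 450 nm · Read-out basis – percent inhibition of C3 deposition onto LPS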
# The depositor's hits bear a star; . = no result given. A portion of the library. The share of hits here may be higher or lower than overall.
SMILES,RORa activator,Ec RNAP inh,PKA kinase inh,CatB block,ROCK2 inh,CatB mix inh,JNK3 inh,CatS block,AP ELISA ortho
CN1C(=O)/C(=C2\SC(=S)N(CC3CCCO3)C2=O)c2ccccc21 (stereo not given),-7,5,10,2,5,-1,8,-6,0
CCCCCCc1c(O)nc(SCC(=O)O)[nH]c1=O,-5,4,-13,1,1,0,-4,-6,11
O=C(Nc1ccc(Cl)cc1C(=O)Nc1ccc(Br)cn1)c1ccco1,-23,3,13,3,4,2,0,-3,12
Cc1cc2cc(CNC(=O)C3CCCC3)ccc2n1C,-2,8,0,6,4,3,5,-18,17
COc1ccc(-c2nnc(SCC(=O)N3CCCCC3)o2)c(OC)c1,38,6,8,4,3,2,-3,9,1
Cc1ccc(S(=O)(=O)Nc2ccc(S(=O)(=O)N3CCCC3)cc2)cc1,-15,-1,0,2,0,2,-2,-1,12
COc1ccc(CCNS(=O)(=O)c2cccc3nsnc23)cc1OC,9,6,3,3,1,5,-3,-2,13
O=S(=O)(NCC(O)COCc1ccco1)c1cccs1 (stereo not given),-8,8,6,6,.,0,.,18,-4
CCCS(=O)(=O)N1CCCC(C(=O)NCC2CCCO2)C1 (stereo not given),-18,5,11,5,10,0,-4,-17,1
CC(C)(C)n1nc2c(c1NC(=O)COc1ccc3ccccc3c1)CS(=O)C2 (stereo not given),-20,4,-2,-6,-9,3,6,0,13
O=C(c1ccccc1)c1cc(F)c(N2CCOCC2)cc1Cl,-8,5,6,2,6,1,-2,-4,12
COc1ccc(-n2[nH]c(C)cc2=O)cc1,-3,1,7,4,-6,2,-5,-2,20
Cc1csc2c(C#N)c(=O)c3c(n12)CCC3,8,12,9,6,4,-2,10,27,0
O=C(c1ccc(CN2CCc3ccccc3C2)cc1)N1CCCCC1,-4,8,0,-1,6,6,10,-1,13
CCC(C)(C)NC(=O)CN(CC1CCCO1)C(=O)CCC(=O)Nc1nccs1 (stereo not given),-3,6,5,4,8,3,10,10,-2
O=C(CSc1ncccn1)NCc1ccccc1,12,5,9,12,5,7,4,10,-5
CN1C(=O)N(c2ccccc2)C(Nc2nncs2)C1(C)C (stereo not given),-6,7,5,-6,5,.,-6,.,.
CC(NC(=O)C1CCCN(S(=O)(=O)c2cnc[nH]2)C1)c1ccccc1 (stereo not given),-10,7,5,3,4,-3,-1,-5,12
CC1CCN(C(=O)c2scc3c2OCCO3)CC1,5,5,4,-3,4,4,0,11,5
Cc1ccc(N2C(=O)c3ccccc3C2Nc2ccccc2F)nc1 (stereo not given),4,12,-7,3,-4,4,-4,5,0
CC1CCc2c(sc(N)c2C(N)=O)C1 (stereo not given),40,-8,6,-1,14,-5,2,-10,16
CN(C)C(=O)c1c(-c2ccccc2)oc2ccc(O)cc12,21,-1,5,-1,.,-2,.,-4,-4
CC12CCC(C(=O)NCc3ccccc3)(OC1=O)C2(C)C (stereo not given),-16,-2,0,-6,0,5,-1,-7,13
COc1cccc(C(=O)CSc2nc3ccccc3n2CC(=O)N2CCOCC2)c1,-6,6,5,-1,-2,-6,4,-5,3
Cc1cnc(C(=O)Nc2cccc3ncccc23)cn1,0,8,-5,1,.,5,.,12,4
COCCCN1C(=O)c2[nH]nc(-c3ccccc3O)c2C1c1cccc(Cl)c1 (stereo not given),18,10,4,2,2,2,0,-2,9
O=c1c2ccccc2nc2c3ccccc3c3nncn3n12,-11,5,8,2,5,-1,-2,15,-11
CCOc1ccc(S(=O)(=O)Nc2cc(OC)ccc2OC)cc1,-17,9,2,-3,3,7,-2,7,9
CCC(C(=O)N1CCN(c2ccccn2)CC1)n1nc(C)n2c(cc3occc32)c1=O (stereo not given),-4,2,-2,3,-1,-1,-1,4,8
Clc1ccc(-c2nnc(SCc3cn4ccsc4n3)n2CC2CCCO2)cc1 (stereo not given),-14,6,8,0,4,2,8,-11,5

# Results in CatS block, for two of the compounds above:
mol,CatS block
COCCCN1C(=O)c2[nH]nc(-c3ccccc3O)c2C1c1cccc(Cl)c1 (stereo not given),-2
O=c1c2ccccc2nc2c3ccccc3c3nncn3n12,15

# (more compounds)
SMILES,RORa activator,Ec RNAP inh,PKA kinase inh,CatB block,ROCK2 inh,CatB mix inh,JNK3 inh,CatS block,AP ELISA ortho
COc1cc(NS(=O)(=O)c2ccc(NC(=O)CSC3=NCCS3)cc2)nc(OC)n1,16,7,0,3,1,6,-6,-2,21
CC1C(O)=C(c2nc3ccccc3[nH]2)C(=N)N1c1ccccc1 (stereo not given),26,5,11,3,5,-2,-4,3,-11
CCOC(=O)c1cnc(-n2nc(C)cc2C)nc1N(CC)CC,-16,9,5,6,4,4,1,18,-6
Cn1c(CCN2CCN(c3ccccc3)CC2)nc2cc(NC(=O)c3ccco3)ccc21,46,6,2,1,-3,2,1,17,-28
COc1ccc(CN(CCN2CCOCC2)C(=O)c2c(F)cccc2F)cc1OC,4,7,13,1,4,1,4,3,-18
Cc1c(C(=O)NCCC2=CCCCC2)oc2ccc(S(=O)(=O)N3CCOCC3)cc12,29,-7,-6,3,.,1,.,10,12
C/C(=C\C(=O)c1cccnc1)Nc1ccc(C)c(C)c1,-1,2,8,1,8,-1,0,-1,0
C/C(=C1/SC(=S)N(CCC(=O)O)C1=O)c1ccc(O)cc1,13,9,2,5,.,-2,.,1,-12
c1ccc(CSc2nnnn2-c2ccc3c(c2)OCCO3)nc1,-3,.,-3,.,2,.,-1,.,.
COC(=O)c1cc2c(=O)n3ccccc3nc2n(C(C)C)c1=N,-4,-17,10,-5,6,-9,6,-10,7
Cc1ccc(C2CC(c3ccccc3Cl)n3nc(N)nc3N2)cc1 (stereo not given),6,-1,5,-2,0,2,0,-1,13
Cc1nn(C)c(C)c1S(=O)(=O)N1CCC(C(=O)NCC2COc3ccccc3O2)CC1 (stereo not given),-13,5,2,4,0,0,0,34,17
CCCNS(=O)(=O)c1ccc(CCC(=O)NCc2cccnc2)cc1,-6,3,10,6,.,-2,.,-3,18
COc1ccc(S(=O)(=O)CCC(=O)N2c3ccccc3CC2C)cc1 (stereo not given),1,-3,6,-2,2,2,-1,-11,12
CCSc1nnc(-c2ccc(S(=O)(=O)N3CCOCC3)cc2)n1CC1CCCO1 (stereo not given),0,5,2,2,-7,-4,0,-5,15

# Next part; the last 4 above are carried over.
SMILES,RORa activator,Ec RNAP inh,PKA kinase inh,CatB block,ROCK2 inh,CatB mix inh,JNK3 inh,CatS block,AP ELISA ortho
Cc1nn(C)c(C)c1S(=O)(=O)N1CCC(C(=O)NCC2COc3ccccc3O2)CC1 (stereo not given),-13,5,2,4,0,0,0,34,17
CCCNS(=O)(=O)c1ccc(CCC(=O)NCc2cccnc2)cc1,-6,3,10,6,.,-2,.,-3,18
COc1ccc(S(=O)(=O)CCC(=O)N2c3ccccc3CC2C)cc1 (stereo not given),1,-3,6,-2,2,2,-1,-11,12
CCSc1nnc(-c2ccc(S(=O)(=O)N3CCOCC3)cc2)n1CC1CCCO1 (stereo not given),0,5,2,2,-7,-4,0,-5,15
CCC(CC)C(=O)NCc1ccccc1OC,-28,8,8,.,6,-2,-7,-8,2
O=C(NCc1ccccn1)c1ccc2nc(-c3ccco3)c(-c3ccco3)nc2c1,0,6,4,3,2,6,3,-7,9
COc1ccc(C(=O)NCc2nnc(SC)n2C2CCCCC2)cc1,0,10,-9,-1,0,8,-3,13,9
COC(=O)C(NS(C)(=O)=O)(c1c(C)[nH]c2ccccc12)C(F)(F)F (stereo not given),-4,3,16,4,2,2,4,1,7
CCOC(=O)C1(CC)NC(c2ccc(N(C)C)cc2)C2C(=O)N(C)C(=O)C21 (stereo not given),16,6,3,-1,5,7,-1,12,0
COc1cc(C(=O)O)cc(OC)c1OCc1cc(C(=O)O)oc1C,-24,-2,4,-4,3,3,-3,-18,29
O=C(CN1CC(c2ccccc2)CC1=O)OCc1ccccc1F (stereo not given),0,3,1,2,-1,-4,1,2,0
CCC1(C(=O)O)NC(c2cccc(OC)c2O)C2C(=O)N(c3ccccc3)C(=O)C21 (stereo not given),-2,-1,4,0,-5,-6,5,-7,-2
CC1=C(C(=O)N2CCOCC2)C(c2cccs2)NC(=O)N1 (stereo not given),-6,0,-3,4,4,2,7,1,15
CC(=O)C1=C(C)NC(=O)NC1c1ccccc1 (stereo not given),8,2,2,-4,.,-16,.,-17,-9
O=C(Nc1nnc(-c2ccc3c(c2)CCCC3)o1)C1CCCCC1,9,8,6,2,6,2,0,14,6
CCCCn1c(NC(=O)CC)c(C#N)c2nc3ccccc3nc21,18,-14,2,-7,2,7,5,14,2
O=C(CCn1nc(-c2ccc(Cl)cc2)ccc1=O)N1CCOCC1,7,6,-2,6,-1,5,1,17,0
Cc1ccc(CC2CC(=O)N(c3ccc4c(c3)OCCO4)C2=O)cc1 (stereo not given),-5,8,2,4,2,.,4,.,.
O=C(Nc1ccc(N2CCN(C(=O)c3ccco3)CC2)c(Cl)c1)c1c(F)c(F)c(F)c(F)c1F,-27,12,10,4,8,1,4,2,5
CCN1C(=O)/C(=C2/Sc3ccccc3N2CCCS(=O)(=O)O)SC1=S,-3,14,16,2,9,-5,-3,-4,6
CCN(CC(=O)NCCc1ccc(S(N)(=O)=O)cc1)Cc1nc2ccccc2c(=O)[nH]1,-10,1,2,-3,2,4,0,2,6
Cn1c(=O)c2c(nc(Sc3n[nH]c(N)n3)n2Cc2ccccc2Cl)n(C)c1=O,-9,10,11,5,6,-3,-1,16,-9

# Three entries out of the list above, ordered by the value under Ec RNAP inh, descending:
canonical_smiles	Ec RNAP inh
CCN(CC(=O)NCCc1ccc(S(N)(=O)=O)cc1)Cc1nc2ccccc2c(=O)[nH]1	1
CC1=C(C(=O)N2CCOCC2)C(c2cccs2)NC(=O)N1 (stereo not given)	0
COc1cc(C(=O)O)cc(OC)c1OCc1cc(C(=O)O)oc1C	-2
